TNAP activators = human TNAP enzyme activators, primary screen, biochemical, luminescent, no phosphate acceptor, uHTS (AID 1001); one-dose activation fold at 20 µM; EC50 in µM for titrated hits; purified TNAP, luminescent activation assay, no phosphate acceptor; higher activation fold means a stronger effect; hit rate 0.03% among 200,000; in the data active means activation fold from about 3, or a potency from the dose series; inactive means the rest, 99 in 100 with activation fold below about 1.6; further: many of its hits are not listed in these tables
NOD2 inhibition = NOD2 signaling inhibitors, cell-based, luminescence, uHTS, HEK293 (AID 1566); HEK293 NOD2/NF-kB luciferase reporter, luminescence; higher % means a stronger effect; one-dose inhibition, % at 4 µM; EC50 in µM for titrated hits; hit rate 0.63% among 290,000; further: many of its hits are not listed in these tables
KOR beta-arrestin-1 = kappa opioid receptor blockers – cell-based, luminescence, uHTS (AID 1778); KOR beta-arrestin recruitment, luminescence, antagonist mode; higher % means a stronger effect; one-dose inhibition, % at 10 µM; IC50 in µM for titrated hits; hit rate 0.091% among 290,000; further: strong numbers were not always called active
Yfh1-depleted yeast = enhancers of respiration in Yfh1-depleted yeast, dose response, Friedreich's ataxia, plus single-dose screen (AID 1465) | S. cerevisiae Yfh1-off respiration, WST-1 reduction, 72 h; higher fold induction means a stronger effect | fold induction at 50 µM; hits with a dose series show EC50 in µM | hit rate 0.074% among 220,000;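 active means fold induction of absorbance versus untreated yeast above a set limit, then at least 30% activation at any dose in follow-up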;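 further: activators that raise dye reduction in frataxin-depleted yeast; strong numbers were not always called active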
NTR1 ag = agonists of NTR1, primary screen, imaging, U2OS cells, beta-arrestin-GFP, high content (AID 493036) | activation, % at 20 µM | hit rate 0.17% among 330,000 | NTR1-U2OS beta-arrestin-GFP spot imaging, agonist mode;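 active means activation at or above 40% of the spot to cytoplasm intensity ratio, with at least 20 cells analyzed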;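 further: 0% = DMSO without peptide and 100% = 100 nM NTR1 peptide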
Target sequence (P30989 whole entry, looked up): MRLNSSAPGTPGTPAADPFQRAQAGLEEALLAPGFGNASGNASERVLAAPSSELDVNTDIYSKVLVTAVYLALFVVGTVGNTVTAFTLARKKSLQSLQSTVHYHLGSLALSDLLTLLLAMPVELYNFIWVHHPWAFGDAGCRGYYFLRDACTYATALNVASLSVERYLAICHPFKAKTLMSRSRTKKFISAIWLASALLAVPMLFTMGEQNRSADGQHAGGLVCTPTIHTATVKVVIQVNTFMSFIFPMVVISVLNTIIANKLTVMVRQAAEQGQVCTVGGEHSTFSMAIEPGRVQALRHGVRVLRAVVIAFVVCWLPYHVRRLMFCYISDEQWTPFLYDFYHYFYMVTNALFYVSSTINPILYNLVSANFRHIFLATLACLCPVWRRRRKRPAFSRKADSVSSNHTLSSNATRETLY
ER stress rescue = protection against thapsigargin-triggered cell killing – 384-well, CSM14.1, ATP luminescence, primary screen (AID 1222); CSM14.1 thapsigargin-induced death rescue, ATP luminescence; higher % means a stronger effect; one-dose cellular ATP content (survival), % at 20 µM; EC50 in µM for titrated hits; 190,000 tested, under 10 active;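 active means EC50 below 50 µM in the dose-response confirmation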;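 further: death triggered by thapsigargin at about 15 µM added after 2 h compound pretreatment; cell ATP read after overnight thapsigargin exposure of roughly 18 to 22 hours; normalized against plate controls of thapsigargin alone and 5% DMSO vehicle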
NOD1 NF-kB reporter = NOD1 signaling inhibitors, primary screen, cell-based, luminescence, uHTS (AID 1578) | NOD1-driven NF-kB luciferase reporter cells, luminescence; higher % means a stronger effect | one-dose inhibition, % at 4 µM; EC50 in µM for titrated hits | hit rate 1% among 290,000; in the data active means inhibition mostly above about 36%, no sharp cut-off; inactive means mostly below about 34%;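 further: HEK-293T reporter cells stimulated with the NOD1 agonist gamma-tri-DAP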
GPR55 activation = GPR55 agonists via beta-arrestin recruitment, primary screen, imaging, U2OS cells, beta-arrestin-GFP redistribution (AID 1961) | U2OS GPR55 beta-arrestin-GFP redistribution imaging; higher % means a stronger effect | one-dose activation, % at 10 µM; EC50 in µM for titrated hits | hit rate 0.048% among 290,000;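 active means activation above 40% with more than 50 cells counted in the well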;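 further: U2OS osteosarcoma cells stably expressing GPR55 and beta-arrestin-GFP; plate controls were DMSO negative control for no effect and LPI positive control for full effect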
KOR beta-arrestin-2 = kappa opioid receptor activators – cell-based, luminescence, uHTS, primary screen (AID 1777) | activation, % at 10 µM; hits with a dose series show EC50 in µM | KOR beta-arrestin recruitment, luminescence; higher % means a stronger effect | hit rate 0.02% among 280,000; in the data active means activation above about 50%, passing the limit was not always enough; further: a part of the inactive calls stands beside numbers as strong as those of hits
NTR1 ag cell count 20 µM = recorded beside NTR1 ag, whose call it bears; cell count; measured here: cell count, cytotoxicity flag
* marks the source's active call; other numbers are inactive results; i = inactive; . = no result given; [ ] = remark or other dose. Unless noted, no stated cut-off is given here; in the data, active means inhibition above about 50%; inactive means the rest.

SMILES	TNAP activators	NOD2 inhibition	KOR beta-arrestin-1	Yfh1-depleted yeast	NTR1 ag	NTR1 ag cell count 20 µM	ER stress rescue	NOD1 NF-kB reporter	GPR55 activation	KOR beta-arrestin-2
CCCC(C(=O)NC1CCCC1)N(Cc1ccccc1Cl)C(=O)c1snc(C(N)=O)c1N (stereo not drawn)	.	-11%	-22%	.	2.3	56	.	8%	-0.3%	-5.2%
O=S(=O)(N/N=C/c1ccc(N2CCOCC2)cc1)c1ccc(Br)cc1	1.1	3%	-9%	i	-1.9	63	-1.5%	-26%	-0.6%	-3.0%
CC(C)COc1ccc(C(=O)Nc2ncn[nH]2)cc1	.	-21%	-36%[20 µM]	.	2.2	53	.	-8%	-0.2%	-1.6%
O=C(CN1CCN(c2cccc(Cl)c2)CC1)Nc1nccs1	1.3	3%	13%	i	-1.0	65	0.4%	-1%	-0.2%	0.1%
Cc1ccc(C(=O)N/N=C\c2cccc(OC(=O)c3cccc(F)c3)c2)cn1	.	-1%	-68%	.	1.6	48	.	-26%	-0.2%	-4.9%
CCN(CC)CCNC(=O)c1ccc(NC(=O)c2ccc(F)cc2)cc1	1.1	-1%	-20%	i	0.7	68	-0.9%	-24%	0.1%	-5.2%
Cc1cc(Cl)c(S(=O)(=O)Nc2ccc(Cl)cn2)cc1OCC(N)=O	1.1	5%	-48%	i	0.9	58	-2.5%	-45%	1.0%	0.4%
CC1CC(C)(C)N(C(=O)CN2C(=O)CCC2=O)c2ccccc21 (stereo not drawn)	.	-10%	-19%	.	-0.3	41	.	-20%	-0.2%	3.6%
CC1CN(C(=O)c2ccccc2Sc2ccccc2C#N)CC(C)O1 (stereo not drawn)	1.1	-12%	17%	i	0.0	50	2.5%	-21%	-0.1%	-2.3%
CCOC(=O)C1CCN(c2c(Nc3cc(C)cc(C)c3)c(=O)c2=O)CC1	.	-16%	4%	i	1.3	66	.	2%	-0.1%	.
COc1ccc2[nH]c(=O)c(CN(Cc3ccco3)Cc3nnnn3Cc3ccccc3)cc2c1	1	-25%	14%	i	-0.7	50	-0.3%	41%	-0.4%	2.0%
COc1ccc(CN(C)Cc2nc(Cc3ccccc3Cl)no2)cc1OC	1	12%	-15%	i	3.4	62	1.7%	-1%	0.1%	.
Cc1cc(C)c(C#N)c(SCC(=O)N2CCN(Cc3ccccc3)CC2)n1	1.1	14%	-42%	i	0.2	51	-1.3%	-17%	0.2%	3.7%
COc1ccc(N2CCN(c3ccc(C(N)=O)cc3[N+](=O)[O-])CC2)cc1	1	15%	-15%	i	1.1	51	0.0%	-5%	0.0%	-1.1%
COCCCNC(=O)c1c(N)n(/N=C/c2cccs2)c2nc3ccccc3nc12	1.2	-12%	2%	i	7.1	63	-3.1%	-31%	-0.1%	3.5%
CN(C)c1ccc(C2(O)C(=O)c3ccccc3C2=O)cc1	1.1	-2%	20%	i	0.7	69	-3.5%	-20%	0.2%	0.9%
O=C(COC(=O)/C(=C/c1cccs1)c1cccs1)NCc1ccccc1Cl	1.1	7%	28%	i	3.7	85	3.3%	22%	-0.4%	0.8%
Cc1cccc(NC(=O)CCc2c(C)nn(-c3ccc(N4CCOCC4)nn3)c2C)c1	.	-13%	-50%	.	-0.3	82	.	-18%	-0.2%	1.0%
COc1cc(/C=C2\SC(N)=NC2=O)cc(OC)c1	.	6%	-6%	.	-0.6	60	.	46%	0.2%	0.3%
O=C(CSC1=NCCS1)NC(c1ccccc1)c1ccccc1	0.9	-10%	8%	i	3.5	52	1.4%	-42%	-0.2%	3.6%

Random excerpt: 4 compounds from above, in no set order.
SMILES	TNAP activators	NOD2 inhibition	KOR beta-arrestin-1	Yfh1-depleted yeast	NTR1 ag	NTR1 ag cell count 20 µM	ER stress rescue	NOD1 NF-kB reporter	GPR55 activation	KOR beta-arrestin-2
COc1ccc2[nH]c(=O)c(CN(Cc3ccco3)Cc3nnnn3Cc3ccccc3)cc2c1	1	-25%	14%	i	-0.7	50	-0.3%	41%	-0.4%	2.0%
COc1cc(/C=C2\SC(N)=NC2=O)cc(OC)c1	.	6%	-6%	.	-0.6	60	.	46%	0.2%	0.3%
CN(C)c1ccc(C2(O)C(=O)c3ccccc3C2=O)cc1	1.1	-2%	20%	i	0.7	69	-3.5%	-20%	0.2%	0.9%
O=C(CSC1=NCCS1)NC(c1ccccc1)c1ccccc1	0.9	-10%	8%	i	3.5	52	1.4%	-42%	-0.2%	3.6%

Next part:
SMILES	TNAP activators	NOD2 inhibition	KOR beta-arrestin-1	Yfh1-depleted yeast	NTR1 ag	NTR1 ag cell count 20 µM	ER stress rescue	NOD1 NF-kB reporter	GPR55 activation	KOR beta-arrestin-2
COc1ccc(S(=O)(=O)N2CCOC2CNC(=O)C(=O)NCc2cccnc2)cc1OC (stereo not drawn)	.	6%	-22%	i	1.1	52	.	-7%	-0.1%	0.7%
CCn1c(SCC(=O)c2ccc(Cl)s2)nnc1-c1cccs1	1.1	-3%	-2%	.	-1.1	53	-1.2%	-11%	1.0%	-2.7%
Clc1ccc(C2=Nn3c(Cn4nnc5ccccc54)nnc3SC2)cc1	.	-25%	-12%	i	1.0	53	.	-13%	-0.1%	3.0%
CCc1ccc(S(=O)(=O)NCCc2csc(-c3cccnc3)n2)s1	1.1	24%	-24%	i	-2.4	106	-0.6%	37%	-0.3%	-1.8%
O=C(CCn1c(=O)oc2ccccc21)NCc1ccc2c(c1)OCO2	1.1	1%	-57%	i	-0.8	78	-0.9%	0%	0.3%	1.5%
COc1ccc(C(=O)NC(C)c2ccc(-n3ccnc3)cc2)c(OC)c1OC (stereo not drawn)	.	8%	-14%	.	0.5	75	.	-13%	0.0%	3.2%
Cc1ccc(S(=O)(=O)N2CCN(S(=O)(=O)N(C)C)CC2)cc1	1.1	1%	-116%	i	-4.2	86	0.2%	-29%	-0.2%	-4.2%
CN(CCCNC(=O)c1cc2c(Cl)nc3ccccc3c2s1)Cc1ccccc1	0.9	-12%	-30%	i	3.8	62	-15%	27%	1.3%	7.7%
Cc1cccc(S(=O)(=O)c2c(C)cc(C)nc2Cl)c1	1	10%	19%	i	-0.5	42	-0.7%	-15%	-0.6%	0.1%
COc1ccc(C2N3CC4(C)CN2CC(C)(C3)C4O)cc1 (stereo not drawn)	1	0%	-27%	i	-0.5	101	.	-12%	-0.1%	-0.2%
CCCn1c(=O)[nH]c(=O)c2c1nc(-c1ccc(OC(F)F)c(OC)c1)n2CCOC	1	3%	-16%	i	0.7	43	-0.1%	-1%	0.0%	1.9%
Cc1cc2[nH]c(=O)c(=O)[nH]c2cc1S(=O)(=O)Nc1ccccc1F	.	-6%	10%[20 µM]	.	-3.6	51	.	-17%	-0.3%	-4.4%
COc1ccc(NC(=O)c2sc(N)nc2-c2ccccc2)cc1	1	17%	14%	i	-0.1	36	-0.8%	-21%	-0.3%	0.0%
c1ccc2c(c1)ncn2CCCCOc1ccc2c(c1)CCC2	1.3	14%	-29%	i	0.2	90	0.8%	10%	-0.2%	2.6%
Cc1cccc(N=C2NN=C(c3ccc4c(c3)OCCO4)CS2)c1	1	-248%	21%	i	0.4	56	-3.3%	-35%	-0.1%	-1.4%
CCOC(=O)c1ccc(N2C(=O)C(O)=C(C(C)=O)C2c2ccccc2)cc1 (stereo not drawn)	1.1	-7%	-25%	i	1.2	47	-0.3%	-36%	-0.1%	-1.2%
CCNC(=O)c1sc(=S)n(CC)c1N	1.1	-6%	-9%	i	-0.8	46	-2.6%	2%	0.0%	2.1%
CC(C)CCNC(=O)C1CCN(S(=O)(=O)c2ccc3c(c2)CC(C)N3C(=O)C2CCC2)CC1 (stereo not drawn)	.	11%	-19%	.	1.3	58	.	-6%	0.3%	2.4%
Cc1ccc(C(=O)Nc2cccc(C(F)(F)F)c2)cc1NC(=O)c1csc(-c2ccncc2)n1	.	15%	17%	i	0.2	80	.	-2%	1.0%	-0.4%
CCOC(=O)c1cc(C(=O)OCC)c(=O)[nH]c1SCc1ccccc1	.	7%	19%[20 µM]	.	0.9	62	.	14%	-0.1%	-3.2%
COc1ccc(N2CCN(C(=O)c3ccc(C)c(NC(=O)C4=C(C)OCCS4)c3)CC2)cc1	.	26%	-19%	.	0.3	76	.	-12%	0.3%	-3.3%
Cc1nnc(SC(C)C#N)n1-c1ccccc1 (stereo not drawn)	1.1	-2%	3%	i	5.3	28	-0.5%	-20%	0.5%	-5.7%
CCCC(O)(CCN1CCOCC1)c1ccc(Cl)cc1 (stereo not drawn)	.	19%	6%	i	0.2	59	.	5%	-1.5%	-0.6%
Cc1cccn2cc(-c3ccccc3)nc12	1.2	-128%	7%	i	-6.2	93	-4.7%	-100%	-0.1%	2.4%
CCn1c(C)cc(/C=C2/NC(=O)N(CC(=O)Nc3cccc(C)c3)C2=O)c1C	1.1	11%	22%	i	.	.	1.0%	-16%	-0.2%	-4.1%
COc1ccccc1/C=C\C(=O)NCC(=O)N/N=C(/C)c1cccc([N+](=O)[O-])c1	.	38%	-6%	.	-1.5	42	.	0%	-0.2%	-1.3%
O=C(CSc1nc2ccccc2n1Cc1ccccc1)N/N=C/c1ccco1	1.1	5%	4%	i	1.3	57	-0.8%	-18%	-0.3%	-1.9%
Cc1nnc(SCC(=O)NCc2ccco2)n1-c1ccccc1	1.2	-5%	-12%	i	1.8	87	-1.4%	-3%	1.1%	-5.3%
CCCNC(=O)COC(=O)c1ccc(OCC(=O)Nc2ccccc2OC)c(OC)c1	0.9	8%	-1%	i	-1.4	74	0.2%	-36%	-0.1%	108%
O=C1COc2ccc(C(=O)COC(=O)c3cc(S(=O)(=O)N4CCOCC4)ccc3F)cc2N1	.	6%	44%	.	7.8	55	.	6%	-0.2%	-3.1%
Cc1cccc(C)c1OCCCCc1c(C)n[nH]c1C	1	-1%	4%	i	5.2	73	0.1%	-9%	-0.2%	6.0%
CC(=O)Nc1ccc(NC(=O)C(NS(=O)(=O)c2cccc3nsnc23)C(C)C)cc1 (stereo not drawn)	.	12%	0%	.	0.7	50	.	13%	-0.2%	0.2%
Cc1c(C(=O)O)cccc1-c1ccc(/C=N/Nc2ccc(Br)cc2)o1	1.1	-29%	-38%	i	3.1	55	-1.7%	-44%	0.3%	-0.8%
O=C(O)c1ccc(CSc2nc3ccc(N4C(=O)C5C6C=CC(C6)C5C4=O)cc3s2)cc1 (stereo not drawn)	1.1	16%	.	i	0.6	57	1.1%	0%	-0.2%	-1.9%
O=C(N/N=C/c1ccsc1)c1ccc2ccccc2n1	1.3	-20%	-16%	i	0.7	67	-1.6%	-40%	-0.7%	0.8%
COc1ccccc1C(=O)Nc1ccnn1C1CCN(Cc2ncc[nH]2)CC1	.	9%	21%	.	0.9	64	.	-7%	0.1%	3.2%
CC(/C=C/c1ccccc1)=N\Nc1nc(-c2ccccc2)cs1	1.1	1%	-11%	i	5.8	55	-1.1%	-30%	1.1%	-1.7%

Assay outcomes: PubChem BioAssay, several laboratories

Only part of the results is shown, so the mix of outcomes need not match the whole.
